RGS7-Gao = RGS7-Galphao binding modulators, primary screen, biochemical, multiplexed bead flow cytometry; Guanine nucleotide-binding protein G(o) subunit alpha (Homo sapiens), P09471; actives lie on both sides; binding response (% of control), % at 10 µM; actives 0.35% (n = 220,000); in the data active means binding response below about 49% or above about 150%; inconclusive means no clear call, values can overlap the other calls; inactive means in between;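 further: fluorescent Galphao held in activated GDP-AlF4 state binding bead-coupled RGS7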
Target sequence (P09471 whole entry, looked up): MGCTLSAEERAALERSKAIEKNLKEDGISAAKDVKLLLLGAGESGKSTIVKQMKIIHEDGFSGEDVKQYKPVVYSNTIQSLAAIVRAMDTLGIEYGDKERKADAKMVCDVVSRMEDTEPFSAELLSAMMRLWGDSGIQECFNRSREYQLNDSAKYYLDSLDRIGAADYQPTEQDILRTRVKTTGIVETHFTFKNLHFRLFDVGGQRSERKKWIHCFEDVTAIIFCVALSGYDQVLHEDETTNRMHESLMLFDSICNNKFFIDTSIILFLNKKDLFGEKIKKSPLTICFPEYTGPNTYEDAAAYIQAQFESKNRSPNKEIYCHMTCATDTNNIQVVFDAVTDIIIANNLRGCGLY
RGS8-Gao = RGS8-Galphao binding modulators, primary screen, biochemical, multiplexed bead flow cytometry. Guanine nucleotide-binding protein G(o) subunit alpha (Homo sapiens), P09471. actives lie on both sides. response (percent of control binding), % at 10 µM. actives 0.34% (n = 220,000); in the data active means response below about 60% or above about 140%; inactive means in between;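 further: Galphao activated as the GDP aluminium fluoride complex binding bead-coupled RGS8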
RGS4-Gao reg = modulators of RGS4 binding to Galphao, primary screen, biochemical, multiplexed bead flow cytometry | Guanine nucleotide-binding protein G(o) subunit alpha (Homo sapiens), P09471 | actives lie on both sides | binding response (% of control), % at 10 µM | actives 0.33% (n = 220,000) | AID 1415, 2008; in the data active means binding response below about 49% or above about 150%; inactive means in between;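 further: fluorescent Galphao activated with aluminum fluoride binding bead-coupled RGS4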
* marks the source's active call; other numbers are inactive results; u = inconclusive; x = not tested or not shown. This is a subset; rates above refer to the full screens.

SMILES	RGS7-Gao	RGS8-Gao	RGS4-Gao reg
Cc1cccc(C)c1NC(=O)COC(=O)c1cc(=O)c2ccccc2o1	u	99	97
COc1ccc(COCC(O)CN2CCC(C(N)=O)CC2)cc1 (stereo unspecified)	u	104	103
c1ccc(-n2c3ccccc3c3ccccc32)cc1	u	99	99
O=C(O)CSCC(=O)Nc1ccc(-c2nc3ccccc3s2)cc1	u	97	99
Cc1cc(C(=O)O)n(C(C)(C)C)n1	u	101	96
Cc1ccc(N2CCN(CC(O)COc3cccc(C)c3)CC2)cc1 (stereo unspecified)	u	98	100
COc1ccccc1C1=NOC(C)(c2sc(-c3ccc(Cl)cc3)nc2C)C1 (stereo unspecified)	u	102	98
CC(=O)Nc1ccc(N(C(=O)CNC(=O)c2ccco2)C(C(=O)NCc2ccco2)c2ccccc2)cc1 (stereo unspecified)	u	105	107
O=C(c1ccc(F)cc1)C1CCN(Cc2cn[nH]c2-c2ccccc2)CC1	u	103	98
O=C(c1ccccc1)N1CCCC(C(=O)N2CCN(c3ccccc3)CC2)C1 (stereo unspecified)	u	99	96
O=S(=O)(Nc1ccc(-c2nc3cccnc3s2)cc1)c1ccccc1F	u	103	100
COc1cccc(C(=O)Nc2sc(C(C)C)cc2C(N)=O)c1OC	u	101	99
CC(=O)C1C(=O)CC(c2ccc(Cl)cc2)CC1=O (stereo unspecified)	u	94	95
CCCCNC(=O)C1CC(c2ccc(C(F)(F)F)cc2)=NO1 (stereo unspecified)	u	99	96
CC(=O)c1csc(COc2cc(Cl)cc(Cl)c2)n1	u	101	102
CC1S/C(=N/N=C/c2ccco2)N(Cc2ccc(F)cc2)C1=O (stereo unspecified)	u	98	100
CCOc1ccccc1NC(=O)COC(=O)c1cc[n+]([O-])cc1	u	102	102
Cc1ccc(SC(=O)c2c([N+](=O)[O-])c(C)nn2C)cc1	u	98	94
COC(=O)[C@H](CC(C)C)NC(=O)Nc1ccc(S(N)(=O)=O)cc1	u	102	101
COc1cccc(C(=O)NNC(=O)CCC(=O)O)c1	u	101	103
Cc1cc(/C=N/Nc2nc(N)ncc2[N+](=O)[O-])c(C)n1-c1cccc(C(F)(F)F)c1	u	100	103
COC(=O)C1=C(Nc2cc(Cl)cc(Cl)c2)CSC1	u	101	99
Cn1cc(/C=C2\SC(=S)N(NC(=O)c3cccc(Cl)c3)C2=O)c2ccccc21	u	99	105
CN1CCN(c2oc(Cc3cccc4ccccc34)nc2C#N)CC1	u	103	104
COc1ccc(CN2C(=O)c3cccc4cccc(c34)C2=O)cc1	u	99	99

Record cards (already shown). Values in the order: RGS7-Gao | RGS8-Gao | RGS4-Gao reg
Shown for `CCOc1ccccc1NC(=O)COC(=O)c1cc[n+]([O-])cc1` = u | 102 | 102
Shown for `COc1cccc(C(=O)NNC(=O)CCC(=O)O)c1` = u | 101 | 103

Next section:
SMILES	RGS7-Gao	RGS8-Gao	RGS4-Gao reg
Oc1ccc(N=Nc2ccc3c(c2)OCO3)c2ccccc12	u	94	89
Cc1ccc(NC(=O)C2CC(=O)Nc3ncnn32)cc1Cl (stereo unspecified)	u	101	98
NS(=O)(=O)c1ccc(CNC(=O)c2cc(-c3cccs3)nc3ccccc23)cc1	u	103	103
CC(C)(C)c1ccccc1NC(=O)NC1CCN(Cc2c(F)cccc2Cl)CC1	u	109	105
CCCCOc1ccc(-c2ncc(N)cn2)cc1	u	101	101
COc1cccc(C2=CC(c3ccc(OC)c(OC)c3)NC(=S)N2)c1 (stereo unspecified)	u	99	97
Cc1c(-c2nc(-c3ccc(C(F)(F)F)cc3)no2)n(C)oc1=O	u	99	103
O=C(NCc1ccccc1)C12CC3CC(CC(Cl)(C3)C1)C2	u	102	100
CCOC(=O)C1(Cc2ccc(OC)cc2)CCN(C(=O)C2CC(=O)N(C3CC3)C2)CC1 (stereo unspecified)	u	102	101
Cc1ccc(S(=O)(=O)Nc2nc(C)c(C(=O)NNS(=O)(=O)c3ccccc3)s2)cc1	x	95	88
OCCN1CCN(C(=S)Nc2cccc(C(F)(F)F)c2)CC1	u	99	105
COCCN(CCOC)S(=O)(=O)c1ccc(C(=O)Nc2c(C)n(C)n(-c3ccccc3)c2=O)cc1	u	99	94
CCOC(=O)CCNC(=O)CCNC(=O)C(c1ccccc1)c1ccccc1	u	96	96
Cc1cccc(Cl)c1NNC(=O)Nc1c([N+](=O)[O-])c(C)nn1C	u	102	102
S=c1nc(-c2ccccc2)n(Cc2cccnc2)c2c1CCCC2	u	98	99
CCc1cc(C(=O)c2ccc(OC)cc2)c(N)s1	u	99	99
COc1cc(/C=C2/SC(=S)N(CC(=O)O)C2=O)ccc1OC(=O)c1cccs1	u	100	99
O=C(Nc1cccc(F)c1)N1CCC(n2c(=O)[nH]c3ccccc32)CC1	u	99	99
CC(N)(C(=O)O)c1cccc(OCc2cccc(Cl)c2)c1 (stereo unspecified)	u	100	103
Cc1cc(C(=O)NNc2ccc(F)cc2)no1	u	102	104
O=C(CNc1ccccc1C(=O)O)c1ccccc1	u	102	102
COC(=O)c1scc2c(Oc3ccccc3)cc(C(F)(F)F)nc12	u	101	102
O=C(CSc1nnnn1C1CCCC1)Nc1ccccc1F	u	103	105
CC(C)OP(=O)(c1ccc(N(C)C)cc1)C(O)c1cccnc1 (stereo unspecified)	u	102	97
CC(C)(C)NC(=S)N/N=C/c1c(Cl)cccc1Cl	u	100	102

Part of the list above, with two lines to a compound.
Each structure is followed by: RGS7-Gao, RGS8-Gao, RGS4-Gao reg
COc1cc(/C=C2/SC(=S)N(CC(=O)O)C2=O)ccc1OC(=O)c1cccs1
→ u, 100, 99
O=C(Nc1cccc(F)c1)N1CCC(n2c(=O)[nH]c3ccccc32)CC1
→ u, 99, 99
CC(N)(C(=O)O)c1cccc(OCc2cccc(Cl)c2)c1 (stereo unspecified)
→ u, 100, 103
Cc1cc(C(=O)NNc2ccc(F)cc2)no1
→ u, 102, 104

Six entries drawn at random from those above:
SMILES	RGS7-Gao	RGS8-Gao	RGS4-Gao reg
O=C(NCc1ccccc1)C12CC3CC(CC(Cl)(C3)C1)C2	u	102	100
Oc1ccc(N=Nc2ccc3c(c2)OCO3)c2ccccc12	u	94	89
S=c1nc(-c2ccccc2)n(Cc2cccnc2)c2c1CCCC2	u	98	99
COC(=O)c1scc2c(Oc3ccccc3)cc(C(F)(F)F)nc12	u	101	102
CCOC(=O)C1(Cc2ccc(OC)cc2)CCN(C(=O)C2CC(=O)N(C3CC3)C2)CC1 (stereo unspecified)	u	102	101
O=C(CNc1ccccc1C(=O)O)c1ccccc1	u	102	102

Going on with the list:
SMILES	RGS7-Gao	RGS8-Gao	RGS4-Gao reg
COc1ccc(C2CC(=O)c3cc(OC)c(OC)cc32)cc1OC (stereo unspecified)	u	98	97
COc1ccccc1N1C(=O)C2C(C(=O)c3ccccc3)=NN(c3ccccc3OC)C2C1=O (stereo unspecified)	u	111	111
O=c1c2[nH]c3ccc(F)cc3c2ncn1CC1CCCO1 (stereo unspecified)	u	93	117
CCO[C@@H]1OC(C(=O)NC2CC2)=C[C@H](C(C)(C)C)[C@H]1CCCO	u	103	103
CC1(C)[C@@H](O)CC[C@]2(C)C3C(O)C=C4[C@H]5C[C@@](C)(C(=O)O)CC[C@]5(C)CC[C@]4(C)[C@]3(C)CC[C@@H]12 (stereo partly specified)	u	98	94
O=C(O)CCC1OC(=O)C(O)=C1c1ccccc1 (stereo unspecified)	u	101	95
O=C(/C=C/c1c(F)cccc1Cl)c1ccc(O)cc1	u	97	95
CCOC(=O)/C(C#N)=C/Nc1cc(C(=O)OCC)cc2c(OC)c(OC)ccc12	u	17*	-4.8*
Cc1cc(-n2c(C)c3c(C)nnc(C)c3c2C)ccc1N	u	105	102
CCn1c(=O)c([N+](=O)[O-])c(NCc2ccc3c(c2)OCO3)c2ccccc21	u	107	111
Nc1nc(NCc2ccco2)nc(Nc2ccccc2)c1[N+](=O)[O-]	u	97	93
O=C(c1cccc([N+](=O)[O-])c1)N1CCN(C/C=C/c2ccccc2)CC1	u	99	103
O=C1/C(=C/c2ccc(F)cc2)Oc2cc(OC(=O)N3CCOCC3)ccc21	u	99	96
COc1ccc(/C=C2\C(=O)c3ccccc3OC2c2ccccc2)cc1 (stereo unspecified)	u	101	105
Cc1cc(Cl)c2cc3ccccc3cc2n1	u	103	107
CC(C)(C)c1ccc2c(c1)OC(C(=O)N/N=C\c1ccc(-c3cccc(C(=O)O)c3)o1)CO2 (stereo unspecified)	u	96	92
CCOc1ccc(CCN2C(=O)C(=O)N([C@H](CCCN(C)Cc3ccccc3)CNCc3ccccc3)C[C@@H]2C(C)C)cc1	u	101	99
CCC(NC(=O)c1ccccc1NC(=O)c1ccco1)C(=O)NNC(=O)c1ccncc1 (stereo unspecified)	u	105	98
Cc1cc(C)c(O)c(-c2n[nH]c3c2C(c2cccc(O)c2)N(Cc2ccco2)C3=O)c1 (stereo unspecified)	u	104	100
N#C/C(=C(/O)c1cccc(F)c1)c1nc2ccccc2s1	u	101	99
COc1ccc(C(C(=O)NC(C)(C)C)N(C(=O)Cn2nnc3ccccc32)c2ccc(C(C)=O)cc2)cc1O (stereo unspecified)	u	91	91
Cc1nc(C(=O)Nc2ccccc2)sc1C1(C)CC(c2cccc([N+](=O)[O-])c2)=NO1 (stereo unspecified)	u	101	99
C=CCNC(=O)N[C@@H](Cc1ccccc1)C(=O)OC	u	94	91
CC(=O)SCC[N+](C)(C)C	u	81	59
N/C(=N\OC(=O)C12CC3CC(CC(C3)C1)C2)c1ccncc1	u	101	103
(next part)
SMILES	RGS7-Gao	RGS8-Gao	RGS4-Gao reg
N#Cc1ccc(-c2cccnc2)nc1SCC(N)=O	u	101	101
CCNc1c(NCC)c(=O)c1=O	u	100	102
Cc1nc2ccccc2c(=O)n1/N=C/C=C/c1ccccc1	u	102	103
COc1ccc(-c2csc(NC(=O)CCS(=O)(=O)c3ccccc3)n2)c(OC)c1	u	106	107
CCc1nc2ccccc2nc1N1CCN(S(=O)(=O)c2c(C)cc(Cl)cc2C)CC1	u	101	101
O=C(CN1CCCc2ccccc21)NC(=O)NCc1ccccc1	u	96	96
Cc1ccc2c(c1)c1ncn(Cc3ccc(F)cc3)c(=O)c1n2C	u	101	101
CC(C)C(=O)Nc1nnc(COc2ccc(Cl)cc2)s1	u	102	104
CCC(=O)Nc1cccc(C2=NOC3(C2)C[C@H](C(N)=O)N(C(=O)Cc2ccc([N+](=O)[O-])cc2)C3)c1 (stereo partly specified)	u	110	116
COc1cc(O)cc2cc3c(c(O)c12)C(=O)CC(C)(O)O3 (stereo unspecified)	u	99	97
O=C(Cn1nc(C(=O)O)c2ccccc2c1=O)c1c[nH]c2ccccc12	u	102	100
Cc1ccc(SCc2c(C(=O)N/N=C/C3CC=CCC3)nnn2-c2nonc2N)cc1 (stereo unspecified)	u	99	97
Cc1cc(=O)[nH]c(N/N=C/c2c(C)nn(-c3ccccc3)c2Cl)n1	u	103	107
Cc1cccnc1NC(=O)C(C)N1C(=O)c2ccccc2C1=O (stereo unspecified)	u	99	101
CC(C(=O)O)N1CCCCC1 (stereo unspecified)	u	102	100
O=S(=O)(Nc1nc2ccccc2nc1NCC1CCCO1)c1ccc(F)cc1 (stereo unspecified)	u	103	95
CCOc1ccc(CC2c3cc(OCC)c(OCC)cc3CCN2C(=O)CN2CCN(C)CC2)cc1OCC (stereo unspecified)	u	98	90
CC(C)Cc1nc2ccccc2[nH]1	u	99	101
C=C(C)CSc1nnc([C@@H]2CCCN2)o1	u	100	99
O=c1c(CO)cc(CO)cc(CO)c1O	u	83	83
CCOC(=O)c1sc(Nc2nc(C)cc(C)n2)nc1C	u	99	98
COc1ccc(C(=O)NCC(=O)N/N=C/c2c(C)[nH]c3ccccc23)cc1OC	u	102	102
O=C(CSC1CS(=O)(=O)c2cc([N+](=O)[O-])ccc21)NNC(=O)c1ccc(Cl)cc1 (stereo unspecified)	u	101	104
COC(=O)c1nc[nH]c1C(=O)OC	u	96	96
CCn1c(SCC(=O)N/N=C/c2ccccc2OCC(=O)O)nnc1-c1ccccc1	u	101	101
(next part)
SMILES	RGS7-Gao	RGS8-Gao	RGS4-Gao reg
COCc1cc(=O)n2[nH]c(N)nc2n1	u	95	86
COC(=O)NC1(C(=O)O)CCCC1	u	99	101
CC1(C(=O)O)CCC(C(N)=O)C1(C)C (stereo unspecified)	u	100	97
O=c1[nH]c(=S)[nH]cc1Oc1ccc(Cl)cc1Cl	u	102	101
COCCC(=O)Nc1ccc2c(c1)CN(C(=O)CSC)CC2	u	76	93
COc1ccc(-c2cc(-c3cccnc3)c(C#N)c(N)n2)cc1	u	100	99
CC(C)(CN1CCN(Cc2ccccc2)CC1)NS(=O)(=O)c1ccc(Cl)cc1	u	103	108
O=[N+]([O-])c1ccc(-c2n(-c3ccccn3)c3ccccc3[n+]2-c2ccccn2)cc1	u	102	101
COc1ccccc1N(C)S(=O)(=O)c1ccc(C(=O)NC(C)c2ccccc2)cc1 (stereo unspecified)	u	100	102
O=C(/C=C/c1cccc(O)c1)c1ccc(N2CCOCC2)cc1	u	104	112
CN(Cc1cccnc1)Cc1cn[nH]c1-c1ccc(-c2ccccc2)cc1	u	103	107
COC(=O)c1cc(-c2ccc(S(=O)(=O)N3CCCC3)cc2)c(C(F)(F)F)s1	u	100	98
CCOC(=O)c1cc[nH]c1CC(=O)NC	u	105	107
Cc1ccc(S(=O)(=O)NC(C)(C)CN2CCc3ccccc3C2)cc1	u	101	98
